Assay outcomes (PubChem)
M1 PAM parental = nonselective activator or artifact in parental CHO-K1 calcium assay; hit rate 0.02% among 360,000; ATP EC20, Fluo-8 calcium fluorescence; 0% at ATP EC20, 100% at ATP max; activation, % at 3 µM;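 active = activation above the run cutoff, the mean activation of all test compounds plus 3 SD, cut at about 40% in these data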;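 note: peak over basal fluorescence ratio in a 140 s read after ATP addition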
CHO-K1 Ca antag = counter-screen for M1 antagonists: effect in parental CHO-K1 cells; ATP-induced calcium, Fluo-8 fluorescence; inhibition, % at 3 µM; hit rate 0.6% among 360,000; AID 602250;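 active = inhibition above a per-plate cutoff, the plate's mean sample inhibition plus 3 SD, cut at about 24% in these data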;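 note: 0% = DMSO plus EC80 ATP and 100% = DMSO alone without ATP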
TAAR1 ag = human TAAR1 agonism; Q96RJ0; CHO RD-HGA16 TAAR1, Fluo-8 calcium fluorescence; vehicle wells 0%, saturating PEA agonist 100%; activation, % at 3 µM; hit rate 0.99% among 360,000; AID 624467;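 active = activation above the mean activation of all test compounds in the run plus 3 SD, cut at about 38% in these data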
Target sequence (Q96RJ0 whole entry, looked up): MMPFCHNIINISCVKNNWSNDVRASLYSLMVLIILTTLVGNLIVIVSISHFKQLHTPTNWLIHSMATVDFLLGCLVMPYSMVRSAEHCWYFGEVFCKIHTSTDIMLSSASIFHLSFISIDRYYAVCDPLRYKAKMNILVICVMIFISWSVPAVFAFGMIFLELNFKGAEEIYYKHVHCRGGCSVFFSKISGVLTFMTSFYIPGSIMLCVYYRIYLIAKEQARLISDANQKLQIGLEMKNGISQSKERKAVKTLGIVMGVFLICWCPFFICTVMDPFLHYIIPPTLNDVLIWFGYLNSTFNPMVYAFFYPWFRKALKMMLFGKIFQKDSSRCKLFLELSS
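Benchmarks: low control DMSO, high control PEA (EC100); System: CHO RD-HGA16 cells carrying human TAAR1 plus Gα16; Detection: Fluo-8 fluorescence, 5 s baseline then 140 s kinetic read; Schedule: 17-24 h plating, Fluo-8 75 min 37 °C, 30 min RT; Read-out basis: % activation from peak over basal fluorescence ratio, DMSO-to-PEA scaled.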
M1 ag = agonists of human M1 muscarinic receptor; hit rate 0.33% among 360,000; activation, % at 3 µM; CHO-K1 hM1, Fluo-8 calcium fluorescence, agonist mode; 0% DMSO, 100% acetylcholine EC100;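 active = activation above the run's mean compound activation plus 3 SD, cut at about 16% in these data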;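 note: peak over basal fluorescence ratio within a 140 s kinetic read after compound addition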
TAAR1 antagonist = human TAAR1 antagonism. Q96RJ0. CHO RD-HGA16 TAAR1, Fluo-8 calcium fluorescence, antagonist. inhibition, % at 3 µM. hit rate 1.5% among 360,000. AID 624466;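 active = inhibition above a per-plate cutoff, the mean inhibition of test compounds on that plate plus 3 SD, cut at about 49% in these data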;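 note: 0% = DMSO plus EC80 beta-PEA response and 100% = DMSO alone without agonist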
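Test system: CHO RD-HGA16 cells bearing hTAAR1 | Reagent: β-PEA, EC80 | Compound dosing: 3 µM, single point | Schedule: Dye loading 75 min at 37 °C, then 30 min room temperature | Signal: Calcium fluorescence with Fluo-8 | Evaluation: Percent inhibition of PEA-evoked calcium signal, max/basal emission ratio | Control set: DMSO-only wells and EC80 β-PEA-stimulated wells | Repeats: Singlicate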
M1 ag parental = nonselective activator or artifact in parental CHO-K1 cells | AID 602248 | activation, % at 3 µM | Fluo-8 calcium fluorescence; scaled to maximal ATP response, vehicle zero | hit rate 0.48% among 360,000; in the data active = activation above about 15%;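 note: untransfected CHO-K1 host cells lacking M1 receptor as counterscreen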
CHRM1 antagonist = blocks human M1 muscarinic receptor. inhibition, % at 3 µM. hit rate 1.3% among 360,000. CHO-K1 hM1, Fluo-8 calcium fluorescence, ACh EC80 antagonist;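 active = percent inhibition above its own plate's cutoff, namely the mean of that plate's compound wells plus 3 SD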;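 note: peak over basal fluorescence ratio during 140 s after agonist addition; 0% = ACh EC80 plus DMSO and 100% = DMSO alone without agonist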
OXTR potentiate = human OXTR potentiation. CHO-OTR cells, Fluo-8 calcium fluorescence, potentiator mode; 0% = oxytocin EC15, 100% = EC100. activation, % at 3 µM. hit rate 0.061% among 320,000;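 active = activation above that plate's cutoff, the mean activation of tested compounds plus 3 SD, cut at about 6.6% in these data, passing the limit was not always enough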;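 note: 100% uses oxytocin at 75 nM as the full agonist control; some results filed as inactive read as strong as hits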
Target sequence (P30559 whole entry, looked up): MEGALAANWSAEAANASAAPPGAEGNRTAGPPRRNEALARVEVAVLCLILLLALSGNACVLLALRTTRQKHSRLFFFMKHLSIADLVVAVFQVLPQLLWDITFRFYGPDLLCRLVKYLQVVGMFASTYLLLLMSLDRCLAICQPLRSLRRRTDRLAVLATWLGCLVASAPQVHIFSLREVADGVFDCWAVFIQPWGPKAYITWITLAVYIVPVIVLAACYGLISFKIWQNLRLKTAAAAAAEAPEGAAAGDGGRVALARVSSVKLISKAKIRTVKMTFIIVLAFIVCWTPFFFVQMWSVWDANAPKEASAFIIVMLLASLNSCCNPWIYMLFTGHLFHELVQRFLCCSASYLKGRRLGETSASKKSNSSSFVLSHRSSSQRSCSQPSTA
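Material: human OTR in CHO cells. Compound: 3.0 µM, one dose. Timing: compound 6 min at room temperature before oxytocin, 100 s read. Evaluation: % activation of max/min ratio relative to oxytocin controls. Replication: single well per compound, singlicate. Signal: Fluo-8 calcium dye fluorescence.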
CHO parental Ca = counter-screen: ATP calcium response change in parental CHO cells. inhibition, % at 5.6 µM. parental CHO-K1, ATP-induced calcium, Fluo-8 fluorescence. AID 463079. hit rate 0.63% among 330,000;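 active = inhibition above that plate's mean sample inhibition plus 3 SD, cut at about 26% in these data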;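 note: 0% = ATP-challenged DMSO wells and 100% = DMSO wells without ATP; some compounds past the cut are filed as inactive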
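test system = CHO parental line | reagent = ATP stimulus | measured by = intracellular calcium via Fluo-8 no-wash fluorescent dye | control set = ATP and no-ATP DMSO wells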
* marks the source's active call; other numbers are inactive results; nt = no result given.

No.	molecule	M1 PAM parental	CHO-K1 Ca antag	TAAR1 ag	M1 ag	TAAR1 antagonist	M1 ag parental	CHRM1 antagonist	OXTR potentiate	CHO parental Ca
1	COc1ccccc1N1CCN(CC(=O)c2c(N)n(C)c(=O)n(C)c2=O)CC1	10	-6	2	-3	13	-0.4	-4	-4	3
2	Cc1ccccc1OC1=NS(=O)(=O)c2ccccc21	7	-3	0	-4	1	-0.2	-9	-8	21
3	CCCSC1=C(C#N)C(c2cccs2)CC(=O)N1 (stereo not drawn)	-2	-1	8	-4	9	1.0	-3	-10	-8
4	CCOC(=O)C1=C(O)C(=O)N(Cc2ccc(C(C)(C)C)cc2)CC1	18	-7	9	-6	-8	2.3	-6	-13	-3
5	COc1cccc(-c2cc(C(F)(F)F)nc(-n3cc(C)cn3)n2)c1	24	-19	3	-5	-37	-0.2	-8	-2	-28
6	Cc1cccc(NC(=O)c2nnn(-c3cccc(C(F)(F)F)c3)c2N)c1	10	-7	1	-2	-14	4.6	19	-3	15
7	Cc1ccc(-n2ncc(C#N)c2/N=C/N(C)C)cc1	-4	13	6	-2	12	-0.2	8	-7	-3
8	Cc1sc(NC(=O)CN(C(=O)c2ccccc2F)C2CCCC2)c(C(N)=O)c1C	-11	1	12	2	41	6.1	8	-12	-8
9	COc1cccc(NC(=O)N2CCCC(C(=O)NCc3ccc(F)cc3)C2)c1 (stereo not drawn)	7	-4	1	-3	4	0.9	-23	-6	-9
10	COc1ccc(NC(=O)N(Cc2cc3ccc(OC)cc3[nH]c2=O)CC2CCCO2)cc1 (stereo not drawn)	24	-7	15	-6	10	2.9	-10	-17	-20
11	CCN(CC(=O)Nc1c(F)cccc1F)C(=O)c1cccc(S(=O)(=O)N2CCc3ccccc3C2)c1	-20	-8	3	-2	6	2.4	4	-15	-2
12	CN(CC(O)Cn1cnc2c1c(=O)n(C)c(=O)n2C)c1ccccc1 (stereo not drawn)	7	-7	10	-1	-19	6.2	-8	-7	-9
13	CN1CCN(c2ccccc2NC(=O)c2cc3ccccc3o2)CC1	9	-21	25	-11	7	3.0	-10	0	-18
14	CCCCc1ccc(NC(=O)C(=O)NCCN2CCN(Cc3ccc([N+](=O)[O-])cc3)CC2)cc1	-16	20	1	-2	13	3.8	13	-20	7
15	Cc1cccc(OCCC(=O)Nc2ccc(F)c(F)c2)c1	14	-14	-1	-3	-5	3.6	-9	-9	6
16	COc1ccc(CN(C)CC(=O)NC(=O)NCc2ccccc2)c(OC)c1	15	-4	-3	-10	0	0.6	0	7	-24
17	CCOC(=O)c1c(NC(=O)c2ccoc2C)sc(C)c1C	8	1	2	-2	1	-0.2	-31	-5	-11
18	COc1ccccc1C(=O)NC(=S)Nc1ccc(NC(=O)c2ccco2)cc1	8	-17	2	-4	0	-0.2	-6	-6	-7
19	C#CCSc1nnc(-c2ccccc2)c(=O)[nH]1	22	-8	16	-4	7	0.5	-3	-1	-6
20	O=c1[nH]c2ccc(NC(=S)Nc3ccccc3)cc2[nH]1	6	-5	7	-5	-8	-0.4	-9	-10	-18
21	COCCn1c(-c2ccc(OC)cc2)nc2oc3cc(OC)ccc3c(=O)c2c1=O	14	-2	8	-5	-13	-0.1	-1	-4	-10
22	COc1cccc(S(=O)(=O)Nc2ccc3c(c2)[C@H]2C[C@H](CC(=O)N[C@@H](C)c4ccccc4)O[C@H](CO)[C@H]2O3)c1	2	-10	2	-6	5	1.9	-10	nt	nt
23	CCc1nnc(NC(=O)C2CCCN(S(=O)(=O)c3ccc(OC)cc3)C2)s1 (stereo not drawn)	5	-4	4	-6	1	0.5	-8	-6	-32
24	CS(=O)(=O)N(CC(=O)N1CCN(Cc2ccccc2)CC1)c1ccc(F)cc1	0	-4	0	-3	5	0.5	-6	-11	-4
25	O=C(CCc1ccccc1)NNC(=O)c1cc(Cl)ccc1O	-23	20	3	-1	-16	0.1	-2	-7	-15

Next part; it opens with the four that closed the last part.
No.	molecule	M1 PAM parental	CHO-K1 Ca antag	TAAR1 ag	M1 ag	TAAR1 antagonist	M1 ag parental	CHRM1 antagonist	OXTR potentiate	CHO parental Ca
22	COc1cccc(S(=O)(=O)Nc2ccc3c(c2)[C@H]2C[C@H](CC(=O)N[C@@H](C)c4ccccc4)O[C@H](CO)[C@H]2O3)c1	2	-10	2	-6	5	1.9	-10	nt	nt
23	CCc1nnc(NC(=O)C2CCCN(S(=O)(=O)c3ccc(OC)cc3)C2)s1 (stereo not drawn)	5	-4	4	-6	1	0.5	-8	-6	-32
24	CS(=O)(=O)N(CC(=O)N1CCN(Cc2ccccc2)CC1)c1ccc(F)cc1	0	-4	0	-3	5	0.5	-6	-11	-4
25	O=C(CCc1ccccc1)NNC(=O)c1cc(Cl)ccc1O	-23	20	3	-1	-16	0.1	-2	-7	-15
26	Clc1cnc(Nc2cccnc2)c(Cl)c1	-10	8	-1	-7	-1	-1.0	-2	4	-1
27	COc1ccc(NC(=O)COC(=O)c2n[nH]c3ccccc23)c(OC)c1	6	-8	5	0	9	4.3	-7	-9	-22
28	O=S(=O)(c1ccc(F)cc1)N1CCN(c2ccc(-c3ccccc3)nn2)CC1	18	-2	4	-2	2	0.2	-6	6	1
29	CCc1nc2ccc(C(=O)NCc3ccc4c(c3)OCO4)cn2c1N(C)CCC(C)C	-15	12	5	-8	67*	-0.3	6	nt	nt
30	COc1ccc(C(=O)CSc2nnnn2C)c(OC)c1	0	3	10	-10	-4	-0.1	7	-2	-12
31	CCO[C@H]1OC(C(=O)O)=C[C@@H](C2CCCCC2)[C@@H]1CCCO	7	-16	1	-3	-2	0.3	0	-5	-7
32	CN(NC(=O)C(C)(C)C)c1nc(-c2ccccc2)nnc1C(F)(F)F	20	-5	9	0	-1	0.5	-18	5	-3
33	O=C(c1c(F)c(F)c(F)c(F)c1F)N1CCN(c2cccc(C(F)(F)F)c2)CC1	-7	6	1	-4	8	0.3	20	0	1
34	Cc1ccccc1C(=O)NC1CCN(C(=O)N2CCOCC2)CC1	21	-10	6	-2	-6	0.3	0	0	2
35	O=C(COC(=O)c1cnccn1)NC1CCCc2ccccc21 (stereo not drawn)	10	-13	3	-4	-7	0.8	-4	-7	-15
36	O=[N+]([O-])c1ccc(C2CC(c3ccccc3)=Nc3ccccc3S2)cc1 (stereo not drawn)	22	-11	-1	6	-9	4.3	-4	-10	-28
37	O=C(NCCCN1CCCCC1)c1ccc2c(=O)n(CCc3ccccc3)c(=O)[nH]c2c1	-2	6	2	-2	-7	0.1	-7	-5	-7
38	N#Cc1ccc(COC(=O)c2cnc3ccccc3n2)cc1	-3	-2	1	-6	-8	0.9	10	0	0
39	CCCCc1nc2cc(C(=O)N3CCNC(=O)C3)ccc2o1	13	-14	4	-2	-9	0.8	7	5	-8
40	COC(=O)/C=C/c1oc2ccccc2c1C	19	0	-2	-12	-1	0.7	-6	1	-13
41	O=C(NCc1nnnn1-c1ccc(F)cc1)c1ccc([N+](=O)[O-])o1	7	-6	0	0	-13	0.8	-10	2	4
42	O=C(Cn1cccc1)N1CCN(c2ccc(F)cc2)CC1	23	-14	1	-2	4	0.1	-6	1	0
43	Cc1cc(N2CCN(C)CC2)ccc1NC(=O)c1ccc(-c2ccc(Cl)cc2)o1	-29	9	3	-8	-12	0.2	12	-5	-15
44	Cc1cc(C)c(NC(=O)CSc2nc(=O)n3cc(C)ccc3n2)c(C)c1	-1	-1	0	1	5	0.0	-15	-4	-6
45	CCOc1c(C#N)c(C#N)c2nc(C)cc(C)n12	16	-12	0	-5	2	0.8	-12	-1	4
46	Cc1cccc(OCc2nnc(SCC(=O)NC3CCCCC3)n2C)c1	12	-17	-1	-3	7	2.2	-19	-18	-12
47	O=C(O)c1ccc(S(=O)(=O)N2CCOCC2)o1	-20	-10	4	-2	-2	-0.6	2	-9	24
48	Cc1ccccc1Oc1ccc2c(c1)[C@@H]1C[C@H](N(C)C(=O)Nc3cc(Cl)cc(Cl)c3)[C@H]([C@H](C)O)C(=O)N1CC2	17	-7	1	-1	-12	1.4	-7	nt	nt
49	Cc1cccc(C(=O)Nc2ccc(C(=O)N/N=C/c3cccc(C)n3)cc2)c1	5	-10	6	-5	34	6.8	15	-8	-5
50	O=C1CSC(=S)N1N=Cc1ccc(Cl)s1	5	-11	3	-2	-13	0.6	-15	nt	nt
51	Cn1cc(C(=O)NCCN2CCN(c3cccc(Cl)c3)CC2)c2c3ccccc3n(C)c2c1=O	17	3	25	-1	56*	4.5	26	-9	-18
52	CCOC(=O)c1c(C)[nH]c(C(=O)CN2CC(C)OC(C)C2)c1C (stereo not drawn)	3	-6	21	-2	-19	0.3	-1	-5	-18
53	CCS(=O)(=O)NCC(c1cccnc1)N1CCN(c2ccccc2OC)CC1 (stereo not drawn)	16	-4	0	-5	-7	0.5	-4	0	-10
54	COC(=O)c1ccc(C(C2C(=O)CC(C)(C)CC2=O)C2C(=O)CC(C)(C)CC2=O)cc1	-12	13	6	1	-43	0.1	-14	1	-7
55	Cc1ccc(SCCC(=O)OCC(=O)Nc2ccc(S(N)(=O)=O)cc2)cc1	1	-2	4	-2	0	3.1	12	-11	2
56	CC(=O)Nc1ccc(S(=O)(=O)Nc2nc3ccccc3nc2-n2ccc(=NC(=O)c3ccccc3)cc2)cc1	4	-7	0	-5	-20	3.3	-7	-9	-2
57	CN(C)C1C(=O)c2ccccc2C1=O	25	-14	6	-7	12	0.9	-4	0	-9
58	Cc1ccc(NC(=O)C2(C)CCN2Cc2cccc3c2OCO3)cc1O (stereo not drawn)	10	-12	0	-1	-16	3.2	2	nt	nt
59	COc1cccc(CNC2CCCc3ccccc32)c1OC (stereo not drawn)	25	-8	5	-13	19	1.3	3	0	-9
60	CC(C)[C@H](NC(=O)c1ccc(F)cc1)C(=O)N(C)Cc1cccs1	-15	-6	1	-3	17	0.5	15	-8	-12
61	O=C(NCc1cnn(-c2ccccc2)c1)C1CCC(=O)N(C2CC2)C1 (stereo not drawn)	16	-2	3	-1	-14	0.1	-3	-3	-13
62	CCOCC(=O)Nc1ccc([N+](=O)[O-])cc1C	8	0	6	4	12	0.1	-1	-3	-6
63	COc1ccc(S(=O)(=O)n2ccc(-c3ccc(OCCN(C)c4ccccn4)cc3)n2)cc1	10	-5	8	-3	18	0.9	13	-14	12
64	C[C@@H]1Cn2cnc(C(=O)N[C@@H](C)c3ccccc3)c2C(=O)N1	9	-15	3	-1	-4	0.9	-10	nt	nt
